Screens as filed in PubChem BioAssay.
LEDGF integ inh: blocks HIV-1 LEDGF/p75-dependent DNA integration | TR-FRET IN-LEDGF/p75 DNA integration, Eu/Cy5 | inhibition, % at 3.7 µM | actives 0.64% (n = 370,000);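 active = inhibition above the screen-wide mean plus 3 SD, cut at about 13% in these data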;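 also: signal is the Cy5 over europium emission ratio at 671 and 618 nm; 0% = plate median of compound wells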
MBD2 inh: inhibitors of human MBD2 binding to methylated oligonucleotide; inhibition, % at 4.4 µM; AID 686964; TR-FRET; Q9UBB5; actives 0.31% (n = 370,000); in the data active = inhibition above about 13%
Target sequence (Q9UBB5 whole entry, looked up): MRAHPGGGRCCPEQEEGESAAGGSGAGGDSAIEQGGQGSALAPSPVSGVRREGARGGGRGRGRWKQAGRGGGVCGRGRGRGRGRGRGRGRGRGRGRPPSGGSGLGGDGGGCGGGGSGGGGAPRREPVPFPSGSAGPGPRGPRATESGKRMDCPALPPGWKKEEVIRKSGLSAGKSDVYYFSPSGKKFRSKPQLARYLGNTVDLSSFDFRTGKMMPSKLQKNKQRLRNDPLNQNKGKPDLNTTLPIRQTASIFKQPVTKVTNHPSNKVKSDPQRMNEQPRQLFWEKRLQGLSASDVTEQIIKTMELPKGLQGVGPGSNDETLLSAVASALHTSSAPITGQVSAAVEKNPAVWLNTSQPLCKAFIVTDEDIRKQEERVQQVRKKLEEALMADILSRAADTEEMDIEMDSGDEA
Tn6 DDE FP: inhibitors of Tn6 peptide binding to human fibrin DD(E). P02675. Fibrin DD(E) TRITC-Tn6 fluorescence polarization displacement. AID 720509. actives 0.21% (n = 370,000). inhibition, % at 8.3 µM;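 active = inhibition above a per-campaign cutoff: mean of compounds within control limits plus 3 SD, cut at about 15% in these data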;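 also: 0% = median of all compound wells on the plate and 100% = blocking peptide control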
PRMT1 FP inh: blocks human protein arginine methyltransferase 1. recombinant PRMT1, activity-based probe fluorescence polarization. AID 652257. Q99873. actives 1.3% (n = 370,000). inhibition, % at 2.79 µM;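 active = inhibition above about 21% made by adding two undisclosed values, limit read from the data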
TCR CD3 inh: inhibitors of human TCR-CD3 interaction; TAMRA-labeled TCR probe fluorescence, biochemical; inhibition, % at 9.4 µM; actives 0.37% (n = 360,000); in the data active = inhibition above about 19%;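 also: recombinant mutant TCR 2C K166C tagged with TAMRA read by polarization; 0% = receptor in buffer alone and 100% = receptor with positive control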
UHRF1 MBD2 ctr: human UHRF1 methylated DNA binding inhibitors. Q96T88. UHRF1 binding to methylated oligo, TR-FRET. inhibition, % at 4.4 µM. actives 0.75% (n = 370,000). AID 687016; in the data active = inhibition above about 21%;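 also: UHRF1 SRA domain binding a hemimethylated CpG hairpin DNA probe; 0% = median of test compound wells and 100% = reference inhibitor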
DDE Tn7 FP inh: inhibitors of Tn7 peptide binding to human fibrin DD(E); P02675; FP displacement of FITC-Tn7 peptide from fibrin DD(E); 0% = median of compound wells per plate; inhibition, % at 8.3 µM; actives 0.13% (n = 370,000); AID 720508;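 active = inhibition above the mean of compounds falling within the control limits plus 3 SD of them, cut at about 14% in these data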;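 also: 0% = plate median of compound wells and 100% = 10 µM Aha-Tn7 peptide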
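system = human fibrin DD(E) protein | quantity = DD(E) 2 µM final | medium = Tris/NaCl/CaCl2 buffer, pH 7.8 | also added = labelled Tn7 tracer, 0.1 µM | compound dosing = single point at 8.3 µM | timing = compound with protein 10 min, then 3 h after probe, room temperature | signal = FP measurement | benchmarks = Aha-Tn7 high control | repeats = one replicate per compound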
proKLK7 act: proKLK7 (human) activation, primary screen | activation, % at 7 µM | actives 0.9% (n = 370,000) | P49862 | AID 652039 | purified proKLK7, EDANS-DABCYL substrate fluorescence; 100% is mature enzyme control, 0% vehicle;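 active = activation above the mean of all tested compounds plus 3 SD, computed per campaign excluding outliers beyond control limits, cut at about 13% in these data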
TDP2 inh: TDP2 (human) inhibition, absorbance primary screen; O95551; recombinant TDP2, T5PNP hydrolysis, p-nitrophenol absorbance 415 nm; inhibition, % at 12.8 µM; actives 0.34% (n = 370,000);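 active = inhibition above the mean of all tested compounds plus 3 SD, set per campaign, cut at about 25% in these data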;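 also: 0% = DMSO with enzyme and 100% = buffer with substrate but no TDP2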
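Read-out basis: percent inhibition. System: recombinant human TDP2. Buffer or medium: Mg2+-containing Tris-HCl buffer, pH 7.5. Repeats: single replicate. Timing: reaction 2 h, 37 °C. Benchmarks: high control without enzyme, low control DMSO plus TDP2. Probe or stimulus: 5 mM T5PNP. Doses: 12.8 µM only. Measured by: epi absorbance of p-nitrophenol freed from T5PNP by hydrolysis.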
SIAE inh: inhibitors of human sialic acid acetylesterase SIAE; SIAE FP-Rh probe binding, fluorescence polarization; inhibition, % at 9.66 µM; actives 0.69% (n = 370,000); AID 1053197;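 active = inhibition above a cutoff: mean of compounds within the control limits plus 3 SD of those, cut at about 17% in these data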;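 also: 0% = plate median of compound wells and 100% = probe without SIAE protein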
Target sequence (Q9HAT2 whole entry, looked up): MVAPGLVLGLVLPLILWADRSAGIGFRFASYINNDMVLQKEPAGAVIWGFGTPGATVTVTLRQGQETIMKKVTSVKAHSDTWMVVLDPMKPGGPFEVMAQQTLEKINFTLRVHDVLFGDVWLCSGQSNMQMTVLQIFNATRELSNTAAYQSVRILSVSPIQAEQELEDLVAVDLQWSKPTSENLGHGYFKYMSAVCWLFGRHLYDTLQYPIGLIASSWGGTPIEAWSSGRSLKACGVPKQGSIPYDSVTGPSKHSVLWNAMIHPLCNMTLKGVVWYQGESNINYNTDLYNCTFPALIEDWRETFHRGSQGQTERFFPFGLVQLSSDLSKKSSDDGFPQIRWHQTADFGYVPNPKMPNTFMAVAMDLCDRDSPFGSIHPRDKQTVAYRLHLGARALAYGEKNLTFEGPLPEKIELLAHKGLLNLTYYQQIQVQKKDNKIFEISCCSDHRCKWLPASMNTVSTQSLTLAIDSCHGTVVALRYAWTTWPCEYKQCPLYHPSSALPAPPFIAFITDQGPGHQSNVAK
Starred values were filed as active, the others as inactive; x = not tested or not shown; & = joins results of further samples. Rows were taken by chance. About 4.6% of those tested had a hit in this group.

LEDGF integ inh	TCR CD3 inh	TDP2 inh	DDE Tn7 FP inh	proKLK7 act	SIAE inh	Tn6 DDE FP	PRMT1 FP inh	MBD2 inh	UHRF1 MBD2 ctr	SMILES
-6.6	13.7	-3.0	1.8	-0.1	10.1	-2.9	2.2	-4.3	0.8	C/C(Cn1nnc([N+](=O)[O-])n1)=N\NC(=O)c1ccccc1O
2.5	x	7.8	2.3	-0.6	-5.7	-2.7	-2.1	-0.9	-2.3	COC(=O)[C@H](C(C)C)N1Cc2nnn(Cc3ccc(C)cc3)c2-c2cc(F)ccc2S1(=O)=O
0.5	11.5	7.3	0.6	0.1	-5.2	-4.0	-4.4	-1.7	-0.9	O=C(Cn1cc(C(F)(F)F)ccc1=O)N/N=C/c1ccccc1
2.5	-3.1	-2.4	-4.4	0.5	15.6	-0.9	-1.2	-4.7	-8.7	Cn1cc(/C=C(\NC(=O)c2ccccc2)C(=O)NCCN2CCOCC2)c2ccccc21
4.7	5.0	4.6	-9.4	-0.9	3.2	7.4	-3.6	-7.3	1.2	Nc1nnnn1/N=C/c1ccccc1OCc1ccc(Cl)cc1
2.3	3.0	3.4	-5.9	-0.5	2.2	5.9	1.1	0.3	-2.6	N#Cc1ccc(-c2cccs2)nc1SCc1cccnc1
3.6	4.6	-0.9	-2.9	0.8	3.0	-1.6	49.3*	0.1	-11.2	O=C(Nn1c(O)c(C=C2N=c3ccccc3=N2)sc1=S)c1ccccc1
-2.9	-1.4	-4.5	1.5	-0.7	-3.9	4.7	3.6	2.3	3.5	CCNC(=O)NC(=O)C(C)OC(=O)[C@H](C)NS(=O)(=O)c1c(C)c(C)cc(C)c1C (stereo partly specified)
1.9	0.4	14.0	-0.8	0.5	8.1	-1.0	-4.8	0.6	-1.6	O=C(NCc1ccc(Cl)cc1Cl)C(=O)N1CCCCC1
3.3	-8.4	-1.6	4.6	0.2	-3.5	0.2	3.1	-3.1	-4.6	COc1cccc(-c2cnc3c(NC=O)cc(-c4ccc(OC)cc4OC)cn23)c1

Remaining list, next part
LEDGF integ inh	TCR CD3 inh	TDP2 inh	DDE Tn7 FP inh	proKLK7 act	SIAE inh	Tn6 DDE FP	PRMT1 FP inh	MBD2 inh	UHRF1 MBD2 ctr	SMILES
2.4	x	-12.9	-8.7	0.2	-3.8	2.1	-2.4	-0.1	0.2	Cc1ccccc1N1CCN(C(=O)COc2cc(=O)n(C)c3ccccc23)CC1
-2.1	5.6	5.0	3.8	0.9	-0.9	0.6	0.2	-0.6	0.4	COCCN(C(=O)/C=C/c1ccccc1)c1c(N)n(Cc2ccccc2)c(=O)[nH]c1=O
5.6	0.6	-5.3	-0.1	-0.2	4.3	-9.2	-6.8	2.8	3.7	COc1cc(OC)cc(C(=O)N[C@H](C(=O)OCC(=O)N2CCc3ccccc32)C(C)C)c1
0.9	6.0	-3.4	5.2	0.6	-2.4	-0.1	-1.1	-2.3	-2.6	COc1cccc(-c2cc(C(=O)NCCCn3ccnc3)no2)c1
1.0	4.8	-4.0	-0.6	0.5	4.0	-2.2	-4.9	-7.8	-4.3	COC(=O)CN1C(=O)S/C(=C/c2cc(C)n(C)c2C)C1=O
0.2	2.2	4.4	0.1	-0.8	12.2	0.6	-2.8	1.9	-0.8	CC(C)(C)OC(=O)N1CCc2onc(-c3ccccc3[N+](=O)[O-])c2C1=O
2.5	-1.1	-6.3	-2.6	0.2	5.7	9.3	-2.7	4.0	-1.5	COc1cccc(NC(=O)CCN2C(=O)c3ccc([N+](=O)[O-])cc3C2=O)c1
1.5	2.0	-0.8	-3.8	0.1	1.3	0.4	-2.2	-3.5	0.7	CSc1nnc(-c2nnc(SC)n2-c2ccccc2)n1-c1ccccc1
1.2	2.7	0.9	-6.0	0.9	-1.5	-7.4	-5.0	0.2	1.2	CCN(CC)S(=O)(=O)c1ccc(C)c(NC(=O)COC(=O)[C@@H]2CCCN2C(=O)c2cccs2)c1
3.5	1.7	-4.8	-5.3	-0.2	-1.9	12.3	3.3	-0.1	0.8	CC(CCc1ccco1)NC(=O)Cn1nc(Cc2ccncc2)c2ccccc2c1=O (stereo unspecified)

Other entries follow.
LEDGF integ inh	TCR CD3 inh	TDP2 inh	DDE Tn7 FP inh	proKLK7 act	SIAE inh	Tn6 DDE FP	PRMT1 FP inh	MBD2 inh	UHRF1 MBD2 ctr	SMILES
2.5	6.5	2.2	5.4	-0.3	10.1	-5.6	-4.0	-2.2	-1.6	CC(C)CCNC(=O)CN(Cc1ccccc1Cl)C(=O)CCC(=O)Nc1ccccn1
1.9	-2.5	-2.7	-3.4	1.2	7.7	2.7	-0.7	5.2	6.9	O=C(Cc1cn(Cc2cccc(Cl)c2)c2ccccc12)N1CCCC1
0.2	-0.1	9.1	-5.4	0.1	4.5	1.1	4.4	0.9	-3.5	CCOC(=O)N1CCN(C(=O)CSc2nnc(C3COc4ccccc4O3)o2)CC1 (stereo unspecified)
2.0	3.1	-5.5	6.7	0.5	1.4	5.2	-1.4	-4.5	-3.5	O=C(Nc1ccnn1C1CCN(Cc2ccc(CO)o2)CC1)c1ccccc1
-1.7	-1.0	6.8	0.9	0.0	-3.8	-2.9	-0.5	4.1	7.3	Cc1ccc(S(=O)(=O)NC(=NCC(=O)O)c2ccccc2)cc1
-1.0	-1.0	-2.4	0.4	0.1	-5.2	-7.6	2.5	10.2	3.9	CC(=O)NS(=O)(=O)c1ccc(NC(=S)NC(=O)C2CCC2)cc1
1.8	-5.3	-4.8	1.8	-0.5	1.5	-1.7	6.3	8.9	6.0	S=C(Nc1cccnc1)NC1CCCC1
1.6	8.8	5.7	1.5	-0.1	5.0	-4.7	0.7	-2.4	0.8	OC(COC(c1ccc(F)cc1)c1ccc(F)cc1)CN1CCc2ccccc2C1 (stereo unspecified)
-1.2	9.0	-22.6	-2.3	-1.0	-2.7	-0.5	1.9	-4.1	0.1	CCc1nc(SCC(=O)c2ccc3c(c2)OCCO3)c2ccccc2n1
-0.7	3.6	-8.5	9.4	0.5	-3.2	5.1	-2.8	-5.2	-6.7	O=C(O)[C@H]1CCCC[C@H]1C(=O)NCCc1ccccc1

(continued)
LEDGF integ inh	TCR CD3 inh	TDP2 inh	DDE Tn7 FP inh	proKLK7 act	SIAE inh	Tn6 DDE FP	PRMT1 FP inh	MBD2 inh	UHRF1 MBD2 ctr	SMILES
-3.4	-2.4	-0.5	-5.5	1.1	-1.7	-0.6	-1.3	2.3	1.1	Cn1c(=O)c2c(nc(N3CCN(Cc4ccccc4)CC3)n2CCCc2ccccc2)n(C)c1=O
6.8	x	3.6	-3.7	x	-3.0	8.8	2.0	-5.0	-0.8	CCC[C@H]1[C@@H](NC(=S)Nc2ccccc2Cl)CC[C@@]23CCCN2C(=O)CCC[C@@H]13
8.6	3.4	52.1*	-3.0	-0.4	4.3	-1.4	-5.8	-12.0	-7.3	COc1cc(C2C(C#N)=C(N)Oc3n[nH]c(-c4cccnc4)c32)ccc1OCC(N)=O (stereo unspecified)
2.2	-4.0	-2.4	-5.7	0.0	1.4	-7.7	-1.1	-3.3	3.4	O=C(NNC(=O)c1cccnc1Cl)c1ccc(F)cc1
-2.9	-5.8	3.9	-3.3	0.2	-6.0	-3.6	4.1	1.5	1.7	O=C(COC(=O)c1ccc(O)cc1)Nc1cccc(S(=O)(=O)NC2=NCCC2)c1
8.1	5.1	-6.7	-0.8	0.2	-0.2	7.3	4.5	1.9	4.9	Cc1cc(C)c2c(c1)c1nnc(SCCN3CCCCC3)nc1n2C
-1.6	2.5	-5.1	5.5	-0.1	0.6	-0.2	0.5	3.0	2.8	Cc1ccc(C)c(N/C=C(\C#N)c2nc3ccccc3o2)c1
0.6	10.1	2.9	6.0	0.3	-29.8	-3.0	2.7	-6.1	0.7	O=C(NCc1ccc(F)cc1)c1ccc(S(=O)(=O)Nc2cccc(C(F)(F)F)c2)cc1
0.2	-2.9	-7.5	-4.4	0.2	3.1	0.0	-0.7	3.2	-0.8	Cc1c(Cl)cccc1NC(=S)NCCc1ccc(S(N)(=O)=O)cc1
-0.9	11.0	-5.0	-5.2	-0.2	-7.6	-2.9	-2.2	-4.3	3.0	Cc1ccc(S(=O)(=O)N(Cc2ccc(Cl)cc2)c2ccccc2C(=O)NCc2ccco2)cc1

(further entries)
LEDGF integ inh	TCR CD3 inh	TDP2 inh	DDE Tn7 FP inh	proKLK7 act	SIAE inh	Tn6 DDE FP	PRMT1 FP inh	MBD2 inh	UHRF1 MBD2 ctr	SMILES
0.9	-11.1	5.8	2.2	0.1	8.6	-1.5	3.5	6.0	0.8	CCC(=O)NCCc1nc2ccccc2n1CC(=O)c1ccccc1
-2.9	1.8	-5.1	-9.7	0.2	0.6	-5.2	1.0	-2.3	-4.4	NNC(=O)c1cc(-c2ccccc2)sc1N
-2.0	5.2	-0.3	-0.9	1.9	0.3	-6.5	3.6	-3.6	-5.1	CC(=O)C1=C(C)OC(N)=C(C#N)C1c1ccco1 (stereo unspecified)
2.9	-2.5	-16.5	6.8	0.2	-2.5	2.4	-2.6	4.1	-1.7	CC(=O)Oc1ccc(-c2ccc(C(=O)OCC(=O)N(C)CC(=O)Nc3ccccc3Cl)cc2)cc1
6.5	-8.1	-9.4	-0.1	0.2	1.2	-8.3	0.6	9.6	1.0	COc1ccc(S(=O)(=O)N2CCc3ccccc32)cc1C(=O)O
-1.9&-4.6	-14.4	6.3&-5.8	6.6&3.5	0.7&-0.2	1.6&0.0	3.8&-0.7	-1.3&6.2	-2.5&6.9	-2.7&2.0	N#CCc1ccc(OCCCN2CCC(C(O)(c3ccccc3)c3ccccc3)CC2)cc1
-1.0	3.5	0.3	2.4	0.5	-9.2	-0.6	-0.5	3.1	30.3*	Cc1cccc(NC(=O)c2ccc(S(=O)(=O)NCc3ccco3)cc2)n1
0.4	3.5	-7.0	-5.9	0.0	4.5	1.2	-1.9	3.8	-4.2	NC(=O)N/N=C/c1cccc(OCc2ccc(F)cc2)c1
-1.7	-5.2	4.9	6.8	-0.6	0.2	3.2	7.8	1.1	-1.9	CCCCCn1cnc2c(=S)nc(N)[nH]c21
